From PubChem
UGM FP inh = blocks M. tuberculosis UGM enzyme. P9WIQ1. purified UGM, fluorescence polarization probe displacement. inhibition, % at 10 µM. 320,000 tested, 0.06% active. AID 504406; in the data active = inhibition above about 10%, passing the limit was not always enough; inconclusive = no clear call, values can overlap the other calls
Target sequence (P9WIQ1 whole entry, looked up): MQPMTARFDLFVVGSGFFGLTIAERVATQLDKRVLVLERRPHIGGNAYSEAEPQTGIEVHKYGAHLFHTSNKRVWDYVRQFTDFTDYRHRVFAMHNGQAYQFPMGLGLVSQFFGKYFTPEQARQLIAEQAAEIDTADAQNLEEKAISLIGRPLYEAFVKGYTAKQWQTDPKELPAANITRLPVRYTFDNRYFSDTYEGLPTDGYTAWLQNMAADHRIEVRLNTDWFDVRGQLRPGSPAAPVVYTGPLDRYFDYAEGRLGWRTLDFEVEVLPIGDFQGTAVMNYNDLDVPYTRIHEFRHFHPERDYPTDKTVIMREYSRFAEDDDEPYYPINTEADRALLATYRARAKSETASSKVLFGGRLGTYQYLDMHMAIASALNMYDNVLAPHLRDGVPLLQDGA
GDH-TPI inh = inhibits GDH-TPI coupling enzymes, artifact for Mtb FBA screen; GDH-TPI coupled enzyme counterscreen, NADH absorbance; inhibition, % at 4.8 µM; 360,000 tested, 1.2% active; in the data active = inhibition above about 30%;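 note: 0% = DMSO wells and 100% = wells lacking the enzyme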
Anthrax LF inh2 = inhibitors of Bacillus anthracis lethal factor protease; P15917; AID 588501; inhibition, % at 10 µM; multiplex microsphere protease cleavage assay, LF; 360,000 tested, 0.12% active; note: plate controls were buffer without enzyme for full effect and enzyme alone for no effect
BoNT-A LC inh2 = BoNT A light chain protease inhibition; inhibition, % at 10 µM; multiplex microsphere protease substrate cleavage, flow cytometry; 360,000 tested, 0.17% active; note: plate controls were buffer without enzyme for full effect and enzyme alone for no effect
FBA Mtb inh = inhibitors of M. tuberculosis fructose-bisphosphate aldolase; AID 588726; inhibition, % at 1 µM; 360,000 tested, 2.3% active; purified M. tuberculosis FBA, fluorescence read-out; P9WQA3; in the data active = inhibition above about 27%;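 note: 0% = vehicle and 100% = reference inhibitor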
Target sequence (P9WQA3 whole entry, looked up): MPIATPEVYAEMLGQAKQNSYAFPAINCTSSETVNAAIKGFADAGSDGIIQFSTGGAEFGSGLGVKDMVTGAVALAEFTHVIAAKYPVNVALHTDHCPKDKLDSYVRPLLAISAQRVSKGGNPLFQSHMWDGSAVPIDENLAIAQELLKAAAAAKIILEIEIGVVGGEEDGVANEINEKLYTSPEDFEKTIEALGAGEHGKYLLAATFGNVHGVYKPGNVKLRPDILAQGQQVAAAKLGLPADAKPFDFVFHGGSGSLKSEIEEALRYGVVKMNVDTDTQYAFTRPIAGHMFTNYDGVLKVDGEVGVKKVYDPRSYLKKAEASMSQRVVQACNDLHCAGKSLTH
FadD28 binding = inhibitors of Mycobacterium tuberculosis FadD28 bisubstrate binding; FadD28 bisubstrate probe binding, fluorescence polarization; inhibition, % at 12.5 µM; 360,000 tested, 0.22% active; in the data active = inhibition above about 8.5%, passing the limit was not always enough; inconclusive = no clear call, values can overlap the other calls
PfHsp40 yeast = restores yeast growth despite PfHsp40 toxicity; S. cerevisiae expressing PfHsp40, growth rescue, ATP luminescence; 340,000 tested, 0.68% active; growth rescue, % at 12.5 µM; in the data active = growth rescue above about 28%, passing the limit was not always enough; inconclusive = no clear call, values can overlap the other calls;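 note: yeast W303a lacking pdr1 and pdr3 grown in galactose medium; growth measured after three days at 30 °C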
BoNT F protease = inhibitors of Botulinum neurotoxin F light chain protease; Multiplex microsphere protease cleavage assay, flow cytometry; inhibition, % at 10 µM; 360,000 tested, 0.22% active; AID 588497; in the data active = inhibition above about 35%, passing the limit was not always enough; inconclusive = no clear call, values can overlap the other calls; note: plate controls were buffer without enzyme for full effect and enzyme alone for no effect
BioA inh = BioA (M. tuberculosis) enzyme inhibition; 360,000 tested, 0.096% active; purified M. tuberculosis BioA enzyme, plate reader; inhibition, % at 9.99 µM; in the data active = inhibition above about 40%; inconclusive = no clear call, values can overlap the other calls
Active calls of the source: *; ? = inconclusive; / = no result given. Cut-off read from the data, not from the text of the source, unless noted: active = inhibition above about 30%; inconclusive = no clear call, values can overlap the other calls; inactive = below that.

1) CC1=Nc2ccccc2N=C(NC(=O)CSC(=S)N2CCCCC2)C1c1ccccc1 (configuration not stated)
2) Cc1cc(NS(=O)(=O)c2ccc(NC(=O)CSc3nnc(-c4ccco4)n3N)cc2)nc(C)n1
3) Cc1cccc(NC(=O)C2CC(=O)OC23CCCCC3)c1 (configuration not stated)
4) CCCn1c(-c2cc(OC)c(OC)c(OC)c2)nc2c1c(=O)[nH]c(=O)n2Cc1ccccc1
5) CC(CN1C(C)CCCC1C)OC(=O)c1cccc(F)c1 (configuration not stated)
6) CCn1c(C)nc2cc(C(=O)N/N=C/c3ccc(OC)cc3)ccc21
7) COc1ccc2c(CN3CCOCC3)cc(=O)oc2c1
8) O=C(CSc1nnc(C2CC2)n1Cc1ccccc1)c1cc2ccccc2o1
screen / no.	1	2	3	4	5	6	7	8
UGM FP inh	0.7	3.5	0.4	0.7	0.6	-4.4	/	-0.6
GDH-TPI inh	0	11	-1	-4	1	21	/	6
Anthrax LF inh2	11	0	1	-8	4	-8	-3	2
BoNT-A LC inh2	?	0.0	0.2	-0.3	-0.7	-0.2	0.5	7.3
FBA Mtb inh	0	0	-2	41*	-2	6	2	-1
FadD28 binding	-2.6	-1.1	-1.1	/	0.6	-2.2	-1.7	-4.5
PfHsp40 yeast	0.1	0.4	-0.1	0.2	-1.5	0.7	/	2.7
BoNT F protease	?	-2	5	-8	-11	0	0	-14
BioA inh	/	/	-0.3	/	/	/	1.3	0.8

Among those listed so far, these contain an aryl thioether with sulfur outside any ring.
2) Cc1cc(NS(=O)(=O)c2ccc(NC(=O)CSc3nnc(-c4ccco4)n3N)cc2)nc(C)n1
8) O=C(CSc1nnc(C2CC2)n1Cc1ccccc1)c1cc2ccccc2o1
screen / no.	2	8
UGM FP inh	3.5	-0.6
GDH-TPI inh	11	6
Anthrax LF inh2	0	2
BoNT-A LC inh2	0.0	7.3
FBA Mtb inh	0	-1
FadD28 binding	-1.1	-4.5
PfHsp40 yeast	0.4	2.7
BoNT F protease	-2	-14
BioA inh	/	0.8

(cont.)
9) Cc1cc(C(=O)N/N=C\c2cc(C(C)(C)C)c(O)c(C(C)(C)C)c2)n[nH]1
10) CC1CCCN(C(=O)CCc2ccccc2)C1 (configuration not stated)
11) Cc1nc(SCC(=O)NNC(=O)c2cccs2)[nH]c(=O)c1C
12) CCOc1ccccc1N(CC(=O)NC1CCCC1)S(=O)(=O)c1ccc(C)cc1
13) Cn1c(NC(=O)c2cccs2)c(-c2cccs2)c(=O)c2ccccc21
14) CCC(CC)c1nc2cc(OC)c(OC)cc2c(=O)o1
15) CCN1C(=O)[C@H]2[C@@H](c3ccccc3)N3C(=O)N(c4cccc(F)c4)C(=O)[C@@]3(CC(C)C)[C@H]2C1=O
16) CCCCn1c(N)c(N(CC(C)C)C(=O)c2ccc([N+](=O)[O-])o2)c(=O)[nH]c1=O
screen / no.	9	10	11	12	13	14	15	16
UGM FP inh	-3.8	-1.0	1.4	1.4	-0.8	0.7	2.7	0.1
GDH-TPI inh	16	4	1	-2	25	-10	-4	7
Anthrax LF inh2	8	0	0	0	4	5	-4	-2
BoNT-A LC inh2	-0.3	0.6	-0.4	2.2	2.7	0.6	-0.4	-0.1
FBA Mtb inh	-2	-1	0	0	1	4	-1	0
FadD28 binding	-1.2	2.1	-1.0	-1.7	-2.8	-2.5	-2.5	-3.3
PfHsp40 yeast	3.3	-1.4	-0.6	-0.4	-0.6	-0.5	8.6	-0.4
BoNT F protease	-19	-6	0	4	-1	5	1	0
BioA inh	0.8	/	/	-1.3	-2.9	1.1	-1.4	-4.0

17) COc1ccc(-c2cc(=O)c3c(OC)c(OC)c(OC)cc3o2)cc1
18) COc1ccc2ncc(S(=O)(=O)c3ccccc3)c(N3CCC4(CC3)OCCO4)c2c1
19) CCCC[n+]1cc(/N=C(\[O-])OC)on1
20) CCOC(=O)Cc1csc(NC(=O)c2sc3nc4ccc(C)cc4cc3c2N)n1
21) O=C(COC(=O)c1c2ccccc2cc2ccccc12)Nc1ncc(C(F)(F)F)cc1Cl
22) COc1ccccc1N1CCN(Cc2nc3ccsc3c(=O)[nH]2)CC1
23) CCOC(=O)c1[nH]c2ccc(OCC)cc2c1CCCN1C(=O)c2ccccc2C1=O
24) Cc1ccc(S(=O)(=O)NC2=NCN(CCOC(=O)c3ccccc3)CN2)cc1
screen / no.	17	18	19	20	21	22	23	24
UGM FP inh	-0.3	-1.1	-0.6	0.0	0.1	2.5	1.4	2.4
GDH-TPI inh	32*	-3	10	13	8	-8	10	-9
Anthrax LF inh2	4	1	-5	-1	3	1	1	1
BoNT-A LC inh2	-0.5	0.5	-1.5	3.2	-0.3	0.3	0.4	-0.7
FBA Mtb inh	-1	-3	3	1	8	1	3	-1
FadD28 binding	-3.4	-5.1	1.4	2.0	-2.2	-3.1	0.6	-3.1
PfHsp40 yeast	1.5	5.8	0.5	-1.1	-0.2	-1.7	1.3	-1.1
BoNT F protease	-8	4	-20	4	-1	11	1	-14
BioA inh	3.3	/	-0.8	-2.3	/	0.9	/	-0.6

25) Cc1nc2[nH]c(=S)[nH]c2cc1Br
26) O=C1NC(=O)/C(=C/c2cccc(O)c2)N1
27) S=C(NC1CC1)NC1CCCc2ccccc21 (configuration not stated)
28) COCCNC(=O)CSc1nc2c(n1-c1ccccc1)CCCC2
29) CCOC(=O)C1CCc2sc(N)c(C#N)c21 (configuration not stated)
30) O=C(NN1CC(=O)N(c2cc(Cl)cc(Cl)c2)CC1=O)c1cccs1
31) C#CCOCCOCCOCCNc1nc(N2CCN(C(=O)CCCCCCCCCCNC(=O)Cn3cc(CCCCCN)nn3)CC2)nc(N2CCN(C(=O)CCCCCCCCCCNC(=O)[C@@H]([C@H](C)O)n3cc(C)nn3)CC2)n1
32) CC1CCCN(C(=O)c2ccc([N+](=O)[O-])o2)C1 (configuration not stated)
screen / no.	25	26	27	28	29	30	31	32
UGM FP inh	-2.0	1.0	0.9	1.3	-1.5	-2.4	0.6	0.2
GDH-TPI inh	15	7	4	1	5	-1	4	6
Anthrax LF inh2	2	3	-3	1	-5	/	-4	0
BoNT-A LC inh2	0.1	1.7	0.2	0.7	-1.2	/	-1.5	-3.0
FBA Mtb inh	2	-2	5	0	-2	2	0	2
FadD28 binding	0.8	-2.8	-0.1	-2.8	-2.1	-0.2	-6.2	1.3
PfHsp40 yeast	-0.3	-1.0	-0.1	-1.0	-0.2	-0.1	21	-0.9
BoNT F protease	1	-3	4	16	-14	/	-34	-12
BioA inh	-2.1	0.5	/	0.6	/	0.0	0.5	-0.9

4 of the compounds above, with two lines to a compound:
Results follow in this order: UGM FP inh | GDH-TPI inh | Anthrax LF inh2 | BoNT-A LC inh2 | FBA Mtb inh | FadD28 binding | PfHsp40 yeast | BoNT F protease | BioA inh
(25) Cc1nc2[nH]c(=S)[nH]c2cc1Br
 : -2.0 | 15 | 2 | 0.1 | 2 | 0.8 | -0.3 | 1 | -2.1
(26) O=C1NC(=O)/C(=C/c2cccc(O)c2)N1
 : 1.0 | 7 | 3 | 1.7 | -2 | -2.8 | -1.0 | -3 | 0.5
(27) S=C(NC1CC1)NC1CCCc2ccccc21 (configuration not stated)
 : 0.9 | 4 | -3 | 0.2 | 5 | -0.1 | -0.1 | 4 | /
(28) COCCNC(=O)CSc1nc2c(n1-c1ccccc1)CCCC2
 : 1.3 | 1 | 1 | 0.7 | 0 | -2.8 | -1.0 | 16 | 0.6

Back to the main list, starting three compounds before the break.
30) O=C(NN1CC(=O)N(c2cc(Cl)cc(Cl)c2)CC1=O)c1cccs1
31) C#CCOCCOCCOCCNc1nc(N2CCN(C(=O)CCCCCCCCCCNC(=O)Cn3cc(CCCCCN)nn3)CC2)nc(N2CCN(C(=O)CCCCCCCCCCNC(=O)[C@@H]([C@H](C)O)n3cc(C)nn3)CC2)n1
32) CC1CCCN(C(=O)c2ccc([N+](=O)[O-])o2)C1 (configuration not stated)
33) O=C(Cn1cncn1)NCc1cccc2ccccc12
34) CC(C)(C)NC(=O)c1ccc(NC(=O)c2ccccc2-c2ccccc2C(=O)O)cc1
35) CCOC(=O)[C@]12Cc3cc(C)ccc3[C@H]1N(Cc1ccccc1)C(=O)c1ccccc12
36) CCc1ccc(NC(=O)Cn2nc(C)c([N+](=O)[O-])c2C)cc1
37) O=C(NC12CC3CC(CC(C3)C1)C2)N1CCN(C(=O)c2ccco2)CC1
38) CCC(C)Nc1nc2c(c(=O)[nH]c(=O)n2C)n1CCC(C)C (configuration not stated)
39) CCOC(=O)/C(C#N)=C/c1cn(CCC(=O)O)nc1-c1ccc(OC)cc1
40) Oc1ccc(-c2cnc3ccccc3n2)cc1
screen / no.	30	31	32	33	34	35	36	37	38	39	40
UGM FP inh	-2.4	0.6	0.2	0.7	-1.1	/	2.4	3.5	0.7	1.3	1.7
GDH-TPI inh	-1	4	6	0	-1	-1	-4	6	-4	14	29
Anthrax LF inh2	/	-4	0	-2	-8	0	-4	0	-1	-4	-11
BoNT-A LC inh2	/	-1.5	-3.0	?	0.3	0.2	-0.3	-0.2	-0.5	-0.4	-1.7
FBA Mtb inh	2	0	2	-1	0	1	-1	-2	5	-2	-2
FadD28 binding	-0.2	-6.2	1.3	-0.4	-2.8	-0.3	-2.3	-0.1	0.5	-2.6	1.8
PfHsp40 yeast	-0.1	21	-0.9	-1.2	-0.8	4.4	0.4	1.2	-0.1	0.1	1.9
BoNT F protease	/	-34	-12	1	-16	0	-1	-2	12	3	-12
BioA inh	0.0	0.5	-0.9	-0.4	2.0	-0.4	0.2	-4.0	-0.3	/	/

41) Cc1csc(CN(C)C(=O)CC2C(=O)NCCN2Cc2ccc(F)cc2Cl)n1 (configuration not stated)
42) c1ccc2c(c1)OCC(c1nnc3sc(-c4ccc5c(c4)OCO5)nn13)O2 (configuration not stated)
43) Cc1cnc(NC(=O)c2cc3c(C)nn(-c4ccccc4)c3s2)s1
44) CCOC(=O)c1ccc(CN(Cc2ccccc2)S(=O)(=O)c2cccc([N+](=O)[O-])c2)cc1
45) Cc1cccc(NS(=O)(=O)c2cccs2)c1
46) COc1ccc(N2CCN(C(=S)Nc3ccc(C)cc3C)CC2)cc1
47) CSc1cc(C)c(OCC(=O)Nc2c(C)nn(C)c2C)c(C)c1
48) COc1ccc(/C=N/NC(=O)c2c(C)n(C)c3ccc(OC)cc23)c(OC)c1
screen / no.	41	42	43	44	45	46	47	48
UGM FP inh	-0.6	0.6	1.5	0.1	0.4	1.8	1.5	-0.6
GDH-TPI inh	4	12	14	6	13	9	0	30
Anthrax LF inh2	-1	-10	2	-1	2	-3	-1	-2
BoNT-A LC inh2	-1.0	-1.0	0.7	-0.9	0.9	0.1	0.3	-0.2
FBA Mtb inh	0	4	8	0	1	1	5	-5
FadD28 binding	-3.5	-1.2	-1.6	-1.0	-0.2	-2.7	-0.2	-3.5
PfHsp40 yeast	-0.4	0.0	-2.1	-0.6	0.6	?	0.1	4.2
BoNT F protease	-5	-11	-11	-3	-3	0	12	0
BioA inh	/	-1.3	-2.0	-16	0.1	/	-1.0	/

49) Cc1cccc(C(=O)NCC(=O)OCC(=O)NCCNC(=O)COC(=O)CNC(=O)c2cccc(C)c2)c1
50) CC(=O)N1c2ccc(Cl)cc2C2OCCC2C1c1ccco1 (configuration not stated)
51) NS(=O)(=O)c1ccc(NC(=O)c2c(Cl)cccc2Cl)cc1
52) O=C(CN1C(=O)NC2(CCCCC2)C1=O)N1CCN(S(=O)(=O)c2cccc(F)c2)CC1
53) C[C@@H](NC(=O)Cn1ccc(N)nc1=O)c1cccc2ccccc12
54) CC(=O)Oc1ccc(Oc2ccc(-c3noc(C)n3)cc2)cc1
screen / no.	49	50	51	52	53	54
UGM FP inh	2.1	4.7	1.2	1.9	0.6	-2.5
GDH-TPI inh	-1	13	-4	9	3	-4
Anthrax LF inh2	1	2	-2	0	-4	-12
BoNT-A LC inh2	0.1	0.0	0.2	-0.1	-0.1	-0.3
FBA Mtb inh	4	0	-1	-1	3	-2
FadD28 binding	-1.8	-1.2	-2.8	-1.9	-0.2	-2.6
PfHsp40 yeast	-1.1	-0.7	-1.1	0.3	-0.9	3.1
BoNT F protease	14	-3	-11	-2	-8	3
BioA inh	/	/	0.9	-1.2	-1.4	/
